Bioassay records as filed in PubChem BioAssay.
LYPLA2 inh: LYPLA2 (human) inhibition in PME1 counter-screen. inhibition, % at 5.9 µM. O95372. recombinant LYPLA2, FP-Rh probe fluorescence polarization. 320,000 tested, 0.38% active;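 active = inhibition above the screen-wide mean plus 3 SD, limit set per campaign, cut at about 26% in these data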;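 note: 0% = LYPLA2 with DMSO and 100% = wells lacking LYPLA2 enzyme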
Target sequence (O95372 whole entry, looked up): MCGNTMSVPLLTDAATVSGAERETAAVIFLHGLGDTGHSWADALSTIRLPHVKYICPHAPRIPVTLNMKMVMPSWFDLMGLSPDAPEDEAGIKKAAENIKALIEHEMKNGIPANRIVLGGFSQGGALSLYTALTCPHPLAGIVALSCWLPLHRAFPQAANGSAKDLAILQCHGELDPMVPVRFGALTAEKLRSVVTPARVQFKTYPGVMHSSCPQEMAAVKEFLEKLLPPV
GSTO1 inh: blocks human GSTO1 in RBBP9 counter-screen. P78417. recombinant GSTO1, activity-based probe fluorescence polarization. inhibition, % at 5.96 µM. 300,000 tested, 1.1% active. AID 1974;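 active = inhibition above the campaign mean inhibition plus 3 SD, cut at about 35% in these data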;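 note: 0% = GSTO1-1 with DMSO and 100% = wells lacking GSTO1-1 enzyme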
PAFAH1B2 inh: blocks human PAF acetylhydrolase 1b catalytic subunit 2 | AID 492953 | 340,000 tested, 1.2% active | recombinant PAFAH1B2, FP-rhodamine activity probe, fluorescence polarization | inhibition, % at 3.39 µM;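 active = inhibition above the mean of all tested compounds plus 3 SD, cut at about 24% in these data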;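 note: 0% = enzyme with DMSO and 100% = wells lacking PAFAH1B2; many of its hits are not listed in these tables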
PAFAH2 FP inh: inhibitors of human PAFAH2; Q99487; recombinant PAFAH2, FP-rhodamine activity probe, fluorescence polarization; 340,000 tested, 0.99% active; inhibition, % at 3.39 µM;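 active = inhibition above the mean over all tested compounds plus 3 SD, cut at about 30% in these data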;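 note: inhibitors block probe labeling of enzyme so polarization drops; 0% = enzyme with DMSO and 100% = wells lacking PAFAH2 protein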
LYPLA1 counter: LYPLA1 (human) inhibition in PME1 counter-screen | O75608 | recombinant LYPLA1, FP-Rh probe fluorescence polarization | inhibition, % at 5.9 µM | 320,000 tested, 0.16% active;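 active = inhibition above the mean of all tested compounds plus 3 SD, set per campaign, cut at about 14% in these data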;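 note: inhibitors block serine hydrolase probe labeling of LYPLA1 so polarization falls; 0% = enzyme with DMSO and 100% = wells lacking LYPLA1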
pPAFAH FP inh: pPAFAH (human) enzyme inhibition. Q13093. recombinant pPAFAH, FP-rhodamine probe fluorescence polarization. inhibition, % at 3.39 µM. 330,000 tested, 1.5% active;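 active = inhibition above the mean inhibition across the screen plus 3 SD, cut at about 25% in these data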;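 note: inhibitors block binding of the rhodamine activity-based probe so polarization drops; 0% = enzyme with DMSO and 100% = wells lacking pPAFAH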
Target sequence (Q13093 whole entry, looked up): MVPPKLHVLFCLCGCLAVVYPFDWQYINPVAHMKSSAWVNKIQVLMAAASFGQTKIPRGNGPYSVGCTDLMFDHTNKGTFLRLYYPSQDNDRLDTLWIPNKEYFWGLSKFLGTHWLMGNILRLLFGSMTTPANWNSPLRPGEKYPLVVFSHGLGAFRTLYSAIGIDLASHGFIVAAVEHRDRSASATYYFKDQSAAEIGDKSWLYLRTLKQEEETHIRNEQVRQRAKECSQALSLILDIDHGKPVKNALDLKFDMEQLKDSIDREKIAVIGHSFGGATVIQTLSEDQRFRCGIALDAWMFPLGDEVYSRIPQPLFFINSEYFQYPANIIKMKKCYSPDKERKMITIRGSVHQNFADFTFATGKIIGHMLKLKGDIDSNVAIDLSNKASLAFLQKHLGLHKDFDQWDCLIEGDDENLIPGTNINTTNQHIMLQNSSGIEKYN
PAD4 inh: PAD4 (human) enzyme inhibition | Q9UM07 | recombinant PAD4, RCA probe fluorescence polarization | inhibition, % at 6.36 µM | 330,000 tested, 0.41% active;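 active = percent inhibition above a cutoff equal to the mean of all tested compounds plus 3 SD, cut at about 15% in these data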;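 note: 0% = PAD4 with RCA probe and DMSO and 100% = probe without PAD4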
PREPL inhibitor: inhibitors of human prolyl oligopeptidase-like enzyme PREPL. Q4J6C6. recombinant PREPL, fluorescence polarization activity-based probe. inhibition, % at 5.96 µM. 320,000 tested, 0.68% active. AID 2751; in the data active = inhibition above about 43%;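 note: 0% = enzyme with DMSO and 100% = wells lacking enzyme; many of its hits are not listed in these tables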
PAFAH1B3 inh: inhibitors of human PAFAH1B3 | Q15102 | recombinant PAFAH1B3, FP-rhodamine probe, fluorescence polarization | inhibition, % at 3.39 µM | 340,000 tested, 0.28% active;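 active = inhibition above the screen-wide average of all tested compounds plus 3 SD, cut at about 25% in these data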;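 note: 0% = enzyme with DMSO only and 100% = wells lacking PAFAH1B3 protein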
Target sequence (Q15102 whole entry, looked up): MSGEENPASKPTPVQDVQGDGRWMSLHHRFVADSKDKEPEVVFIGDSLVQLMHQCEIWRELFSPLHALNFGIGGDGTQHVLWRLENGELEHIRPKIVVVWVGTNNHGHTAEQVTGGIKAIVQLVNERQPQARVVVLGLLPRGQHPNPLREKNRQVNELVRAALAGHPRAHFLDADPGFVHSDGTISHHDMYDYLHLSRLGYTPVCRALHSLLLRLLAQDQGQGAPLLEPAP
Starred values were filed as active, the others as inactive; . = no result given. Only part of the results is shown; the hit share may differ from the screen's.

SMILES	PAD4 inh	PAFAH1B2 inh	pPAFAH FP inh	PREPL inhibitor	PAFAH1B3 inh	GSTO1 inh	LYPLA2 inh	LYPLA1 counter	PAFAH2 FP inh
COc1ccc(CN(C2CC2)S(=O)(=O)c2ccccc2Br)cc1	-3	1	6	.	3	.	.	.	-3
CSCCC(NC(=O)c1ccccc1Br)C(=O)NNC(=O)c1ccco1 (stereo unspecified)	-5	-1	-3	-2	1	.	7	5	10
Cc1ccccc1NC(=O)c1cccc(NC(=O)c2c(C(=O)O)cccc2[N+](=O)[O-])c1	3	-8	2	1	2	3	6	1	-2
Cc1ccc(C(=O)NCCCN2CCOCC2)cc1	0	7	3	8	2	-10	12	5	4
NC1=NC[C@H](Cc2ccc(O)cc2)N1CCc1cc(C(F)(F)F)cc(C(F)(F)F)c1	-1	5	-2	9	4	7	-5	-4	0
CCCCCCN1CC(=O)N2Cc3[nH]c4ccccc4c3C[C@H]2C1=O	0	5	4	12	7	-1	58*	-1	4
COc1ccc(CNC(=O)C2CCN(c3nc(-c4ccccc4)nc4c3CCC4)CC2)cc1	-6	-3	3	-15	10	-6	-3	-8	-27
CN(/C(=N/S(=O)(=O)c1ccccc1)c1ccccc1)S(=O)(=O)c1ccccc1	-4	3	0	1	6	2	3	-3	-2
Cc1ccc(-c2noc(CSc3nnc(Cc4ccccc4)n3-c3ccc(Cl)cc3)n2)cc1	-4	20	25*	22	-4	7	-2	-8	-2
COc1ccc(-n2c(SCc3ccc([N+](=O)[O-])cc3)nnc2-c2ccc(C)cc2)cc1	-4	4	1	12	-5	-3	0	0	-2
N#CC1=C(N)OC2=C(C(=O)CC(c3ccccc3)C2)C1c1ccoc1 (stereo unspecified)	-4	6	16	4	12	10	8	-3	11
C=CCn1c(-c2cc(OC)cc(OC)c2)n[nH]c1=S	1	1	6	-7	-1	1	-6	-3	0
C/C=C/C(=O)N[C@@H]1c2ccccc2CC[C@@H]1OCc1ccccc1	1	-2	5	.	7	.	.	.	2
CCC(C)N1CCCC1C(=O)Nc1c(C)cc(C)cc1C (stereo unspecified)	-5	-5	1	3	4	1	4	3	4
Cc1cnc(NC(=O)CSc2nnc(C)s2)s1	-2	6	6	-6	5	4	-3	-1	-2

(more compounds)
SMILES	PAD4 inh	PAFAH1B2 inh	pPAFAH FP inh	PREPL inhibitor	PAFAH1B3 inh	GSTO1 inh	LYPLA2 inh	LYPLA1 counter	PAFAH2 FP inh
O=[N+]([O-])c1ccc2nc(-c3ccc(OC(F)F)cc3)cn2c1	-3	-1	2	13	-2	17	5	0	-4
CC(=O)c1cccc(-c2ccc3c(=O)[nH]c(Nc4ccccc4)cc3c2)c1	-7	13	48*	29	52*	49*	-7	-5	23
CCOC(=O)NC(=O)COC(=O)Cc1cc(OC)c(OC)c(OC)c1	2	5	-1	0	2	5	-1	-1	-6
Cc1ccc(C(=O)COc2ccc3c(C)cc(=O)oc3c2)cc1	-1	2	-1	-2	7	-4	0	-2	-2
Fc1ccc(C2CCCN2Cc2nc(Cc3ccccc3F)no2)cc1 (stereo unspecified)	-2	7	2	11	7	-4	0	-2	1
O=C(Nc1nc2ccccc2[nH]1)c1cccc(F)c1	1	-1	-1	13	0	0	-6	7	-7
Cc1ccc(N2CC(C(=O)Nc3cc(Cl)ccc3-n3cncn3)CC2=O)cc1 (stereo unspecified)	0	-1	3	4	15	3	1	-3	-1
N/C(=N\c1nc(CSc2ccccn2)cc(=O)[nH]1)Nc1ccc(Cl)cc1Cl	0	-1	10	6	1	11	7	5	4
COCc1cc(C)nc(OCC(=O)N/N=C/c2ccc(O)cc2O)c1C#N	-3	4	2	2	12	5	2	-1	0
CCOC(=O)C1CCN(C(=O)c2ccc3nc(-c4ccc(OC)cc4)c(-c4ccc(OC)cc4)nc3c2)CC1	2	-2	5	0	4	-1	5	0	2
COc1ccc(NS(=O)(=O)c2cc(NC(=O)CCNC(C)=O)ccc2N2CCOCC2)cc1	1	2	6	4	1	0	4	-2	2
COc1ccc(-n2nc([N+](=O)[O-])c(=NCCCN3CCCC3=O)n2O)cc1	1	6	-5	-6	6	12	3	-4	-4
Cc1ccc(CN2CC(C(=O)N3CCN(c4ccccc4O)CC3)CC2=O)cc1 (stereo unspecified)	0	-2	-2	18	4	5	-1	1	-1
CCOC(=O)C1CCN(C(=O)c2oc3ccc(S(=O)(=O)N4CC(C)CC(C)C4)cc3c2C)CC1 (stereo unspecified)	-2	5	0	11	7	-4	3	-1	-3
COc1ccc(NC(=O)N2CCN(S(C)(=O)=O)CC2)c(OC)c1	-3	8	2	-6	10	-9	5	3	10

Next part:
SMILES	PAD4 inh	PAFAH1B2 inh	pPAFAH FP inh	PREPL inhibitor	PAFAH1B3 inh	GSTO1 inh	LYPLA2 inh	LYPLA1 counter	PAFAH2 FP inh
CC(=O)OCC(COC(C)=O)OC(C)=O	-2	3	-10	14	2	-1	-4	-5	4
c1ccc(COc2ccc(OCCN3CCCCC3)cc2)cc1	3	-2	1	-6	4	17	-4	-1	-1
Nc1ccc(-c2nc3ccc(C(=O)O)cc3s2)cc1	-5	2	2	11	0	-11	-2	-1	4
COc1ccc(/C=N/NC(=O)c2nc(Cl)c(Cl)c(N)c2Cl)cc1COc1ccc(F)cc1F	5	-14	-17	-13	-43	4	-32	-15	-43
Cc1ccc(S(=O)(=O)CCC(=O)NCc2ccccc2)cc1	4	5	5	-6	7	-1	-1	-2	0
COc1ccc(NC(=O)CN(Cc2ccccc2)S(C)(=O)=O)cc1	-4	-2	3	15	2	8	6	3	0
CC(=O)N1c2ccc(S(=O)(=O)NCC3CCC(C(=O)NCc4ccc(C)cc4)CC3)cc2CC1C (stereo unspecified)	-7	1	3	2	6	3	28*	-2	-5
Cc1c([N+](=O)[O-])cc(C(=O)Nc2ccc3ncccc3c2)cc1[N+](=O)[O-]	-2	4	1	0	-4	4	5	4	5
Cc1cc(SCc2cc(=O)n3ccsc3n2)nc2ccccc12	4	1	-1	-24	8	7	0	-3	3
CCOCC(=O)Nc1sc2c(c1C(=O)OCC)CCCC2	0	0	8	9	4	-3	1	-1	12
CCN(CC)S(=O)(=O)c1ccc2c(c1)c(=O)c(C(=O)NCCCN(C)c1ccccc1)cn2C	6	2	-9	6	10	2	-3	-3	7
COCCN1CCn2c(nc3cc(NC(=O)c4ccc(OC)cc4)ccc32)C1	-3	-4	0	6	-7	-14	-4	-8	-8
CSc1ccc(/C=C/C(=O)OCC(=O)N(C)CCC#N)cc1	-2	3	-8	4	1	-5	-6	0	2
COc1cc(-c2cc(C(=O)Nc3cccc(C(C)=O)c3)c3ccccc3n2)cc(OC)c1OC	0	-8	-7	4	2	-13	-34	-18	-10
CCN(CC)S(=O)(=O)c1cccc(C(=O)N/N=C/c2ccccn2)c1	1	2	3	2	7	7	-1	0	3

(list continues)
SMILES	PAD4 inh	PAFAH1B2 inh	pPAFAH FP inh	PREPL inhibitor	PAFAH1B3 inh	GSTO1 inh	LYPLA2 inh	LYPLA1 counter	PAFAH2 FP inh
CC(C)C(=O)COc1c2occc2cc2ccc(=O)oc12	1	10	-2	-1	9	.	.	.	4
Cc1cc(C(=O)Nc2c(C)n(C)n(-c3ccccc3)c2=O)cs1	5	2	5	2	-10	6	0	1	-7
Cc1sc2ncnc(Sc3ccccc3C(=O)Nc3ccc(Br)cc3)c2c1C	10	4	-1	-11	-1	0	-11	-6	-4
Cc1cc(C)cc(N(C(=O)CNC(=O)c2ccco2)C(C(=O)NC2CCCC2)c2cccnc2)c1 (stereo unspecified)	7	4	7	-2	-12	1	3	-1	-3
COc1c(/C=N/NC(=O)c2ccccc2O)c(CCN(C)C(C)=O)cc2c1OCO2	4	7	4	1	0	3	1	-1	0
CCCCn1c(=O)c(C(=O)c2ccccc2)nc2ccccc21	-3	10	3	12	10	6	3	3	10
O=C(NCCc1csc(-c2ccc(C(F)(F)F)cc2)n1)c1cccs1	0	11	-2	-29	-5	-6	-2	-1	3
Cc1cc(Cl)nc(SCC(=O)c2ccccc2)n1	-5	1	-2	-7	2	12	-3	-4	8
CCOc1cccc(C2CC(=O)Nc3cc(OC)c(OC)cc32)c1 (stereo unspecified)	-4	6	2	-1	9	8	3	5	1
COc1ccc(C2=CC(c3c(C)nn(-c4ccccc4)c3Cl)n3nnnc3N2)cc1OC (stereo unspecified)	0	-1	6	-119	-1	-3	-3	-5	7
Cc1ccc(C)c(S(=O)(=O)N2CCN(C(=O)[C@@H](NC(=O)c3ccc(F)cc3)C(C)C)CC2)c1	-1	-1	-1	0	8	.	-5	-1	-2
COc1ccc(Cl)cc1NC(=O)CCc1nc(-c2ccccc2F)no1	1	3	5	5	1	-15	2	2	-2
CN(C)CCNC(=O)CCn1nc(-c2ccc(Cl)cc2)ccc1=O	4	15	5	12	22	-1	-2	-5	24
C=CCn1c(=O)c2ccccc2n2nnc(C(=O)OCC)c12	-1	.	-4	5	.	9	1	-1	.
COc1ccc(-c2[nH]ncc2-c2csc(C)n2)c(O)c1	0	4	-3	9	0	0	0	-3	4

Remaining list, next part
SMILES	PAD4 inh	PAFAH1B2 inh	pPAFAH FP inh	PREPL inhibitor	PAFAH1B3 inh	GSTO1 inh	LYPLA2 inh	LYPLA1 counter	PAFAH2 FP inh
CCOc1ccc(C2/C(=C(\O)c3ccc4c(c3)OCCO4)C(=O)C(=O)N2CCCN2CCOCC2)cc1OC (stereo unspecified)	-6	0	3	12	5	-1	1	1	-4
COc1cc(C(c2sc3nc(C)nn3c2O)N2CCC3(CC2)OCCO3)cc(OC)c1OC (stereo unspecified)	2	2	6	-3	-7	0	3	0	-1
COc1ccc(CC(=O)N/N=C/C=C/c2ccc3c(c2)OCO3)cc1OC	5	.	0	-2	.	5	-2	1	.
CCOC(=O)c1ccc(Nc2ncnc3ccccc23)cc1	-2	-1	2	-9	5	-4	-7	-4	-2
COc1ccccc1CNC(=O)c1ccccc1N(C)S(C)(=O)=O	1	0	2	11	5	6	9	1	-5
CCOC(=O)Cn1nc(C)n(-c2ccc(C(C)(C)C)cc2)c1=O	3	5	6	5	6	3	1	-3	-2
O=C(N/N=C/c1cccc([N+](=O)[O-])c1O)c1cccs1	-1	0	9	13	19	0	1	1	-9
Cc1cc(C(C)(C)C)cc(C)c1COC(=O)C1CCC(=O)N1 (stereo unspecified)	-3	2	8	-11	0	-1	-7	-3	-5
CCOC(=O)c1cccc(C2=CC(=O)C[C@H](c3ccc(OC)c(OC)c3)C2)c1	-1	6	1	5	2	.	24	13	8
CC(C)C(=O)C1=Cc2cccc([N+](=O)[O-])c2OC1N1CCOCC1 (stereo unspecified)	-4	0	1	18	-6	.	12	0	4
O=C(NC(=S)Nc1ccc(S(=O)(=O)N2CCCC2)cc1)c1cccs1	-7	-1	2	4	10	3	-8	-3	-6
Cc1ccc(C(=O)N/C(=C\c2ccc(-c3ccc(Br)cc3)o2)C(=O)NCCCN(C)C)cc1	-1	12	16	19	5	2	0	5	4
CCC(=O)OCC(=O)Nc1ccc(OC)cc1[N+](=O)[O-]	-6	-2	0	11	4	-4	-2	0	-2
CCC(C)(C)NC(=O)c1cc([N+](=O)[O-])ccc1N1CCCCC1	-4	7	-2	17	8	5	6	-1	0
O=C(CCN1C(=O)/C(=C/c2ccc3c(c2)OCO3)SC1=S)NNC(=O)c1cccnc1	1	2	7	3	12	4	5	6	7
C=C(C)C1CC=C(C)/C(=N/NC(=O)COc2cccc3ccccc23)C1 (stereo unspecified)	0	3	-1	-3	0	-2	6	4	-8
O=C(NC(=S)NCCN1CCOCC1)c1ccc(Cl)cc1Cl	-2	-1	4	-5	7	6	-1	4	4
CS(=O)(=O)c1ccc(Cl)c(NC(=O)COC(=O)Cc2c[nH]c3ccccc23)c1	1	5	9	2	11	13	1	-2	12
